L929 necroptosis – L929 zVAD cell death inhibition; 220,000 compounds, 0.38% hits; L929 zVAD necroptosis rescue, ATP luminescence, 24 h; with zVAD 60 µM; viability rescue, % at 10 µM;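 active = activation, scaled between plate controls, above about 75%, limit read from the data; inactive = activation under that limit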;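 also: 0% = zVAD with DMSO and 100% = DMSO alone without zVAD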
Rad51 HR inh – blocks human Rad51 in homologous recombination. Q06609. hRad51 DNA strand exchange, fluorescence dequenching. inhibition, % at 10 µM. 200,000 compounds, 0.085% hits. AID 1385;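 active = inhibition above 40% at the single screening dose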;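 also: 0% = DMSO control wells and 100% = blanks with heterologous ssDNA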
Target sequence (Q06609 whole entry, looked up): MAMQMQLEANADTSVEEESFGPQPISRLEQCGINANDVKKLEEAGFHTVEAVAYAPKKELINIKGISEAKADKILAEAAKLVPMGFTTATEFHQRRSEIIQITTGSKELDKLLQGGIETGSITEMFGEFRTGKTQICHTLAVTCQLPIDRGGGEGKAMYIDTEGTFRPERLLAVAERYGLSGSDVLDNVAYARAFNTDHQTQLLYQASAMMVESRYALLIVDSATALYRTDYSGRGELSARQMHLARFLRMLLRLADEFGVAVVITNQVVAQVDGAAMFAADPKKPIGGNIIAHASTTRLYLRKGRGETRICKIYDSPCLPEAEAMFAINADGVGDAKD
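Material: Human Rad51 nucleoprotein filaments preassembled on unlabelled ssDNA | Also added: Labelled 47-mer dsDNA for strand exchange | Dosing: Single dose, 10 µM final compound | Schedule: 30-min compound preincubation and 15-min exchange, both room temperature | Technique: Fluorescence dequenching at 485/520 nm | Measure: Percent inhibition relative to plate controls and blanks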
EBV gp42 inh – blocks Epstein-Barr virus glycoprotein 42 binding. Q1HVG2. Fluorescence polarization binding assay, mP read-out. inhibition, % (tested at 21.74 µM). 220,000 compounds, 0.42% hits. AID 1085; in the data active = inhibition above about 50%
PERK inhibitor – human PERK inhibition, primary cell-based screen | Q9NZJ5 | inhibition, % at 5.6 µM | CHO PERK-DD fusion, SEAP luminescence translation reporter | 220,000 compounds, 0.17% hits | AID 1416;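 active = inhibition above the mean inhibition of all tested compounds plus 3 SD, set separately per screening campaign, cut at about 2.9% in these data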;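 also: PERK kinase domain activated by AP20187 dimerizer at 100 nM; 0% = DMSO with dimerizer and 100% = rapamycin at 8.4 µM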
TNF death inh – TNF-alpha cell death inhibition in Jurkat FADD-/- cells; activation (protection from cell death), % at 10 µM; Jurkat FADD-/- TNF necroptosis rescue, ATP luminescence, 24 h; 0 = TNF only, 100 = no-TNF cells; 220,000 compounds, 0.068% hits; AID 463075;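 active = activation, meaning protection from cell death, of at least 50% relative to plate controls; inactive = activation below 50%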;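 also: necroptosis triggered by 40 ng/mL TNF-alpha added together with compound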
eIF4E-4G inh – inhibitors of eIF4E and eIF4G interaction in translation initiation. TR-FRET eIF4E-eIF4GI(517-606) binding, 2 h. inhibition, % at 21.7 µM. 220,000 compounds, 0.37% hits. AID 782;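 active = inhibition above about 30%, limit read from the data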;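 also: 0% = full FRET control wells and 100% = background wells lacking eIF4GI fragment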
KCC2 mod – modulates chloride dependent transport by human KCC2 | Q9H2X9 | KCC2 cells, thallium flux FluoZin-2 fluorescence | B-score of Tl+ flux slope (higher = more flux/activation; lower = inhibition) at 10 µM | 190,000 compounds, 2.2% hits;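 active = thallium flux slope and its plate-corrected score both differing from the plate sample mean at a set confidence after two filtering rounds, in either direction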;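 also: slope of fluorescence scaled to starting intensity during 10 to 20 s after thallium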
m-calpain inh – blocks pig calpain II enzyme activity; purified calpain II, fluorogenic peptide substrate, 30 min; inhibition, % at 16 µM; 220,000 compounds, 0.37% hits; AID 1236;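 active = inhibition above about 50%, limit read from the data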
MDM2 E3 inh – inhibitors of human Mdm2 E3 ubiquitin ligase; AID 1230; signal enhancement, % at 5 µM; cell-based MDM2 ubiquitination luciferase reporter, 2 h; 0 = plate control, 100 = twice control, blank-subtracted; Q00987; 210,000 compounds, 0.11% hits;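 active = signal enhancement of 30% or more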;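 also: luminescence tracks abundance of the self-degrading MDM2-luciferase fusion protein; higher signal means inhibition of MDM2 E3 ligase activity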
Target sequence (Q00987 whole entry, looked up, the tested form may be a part): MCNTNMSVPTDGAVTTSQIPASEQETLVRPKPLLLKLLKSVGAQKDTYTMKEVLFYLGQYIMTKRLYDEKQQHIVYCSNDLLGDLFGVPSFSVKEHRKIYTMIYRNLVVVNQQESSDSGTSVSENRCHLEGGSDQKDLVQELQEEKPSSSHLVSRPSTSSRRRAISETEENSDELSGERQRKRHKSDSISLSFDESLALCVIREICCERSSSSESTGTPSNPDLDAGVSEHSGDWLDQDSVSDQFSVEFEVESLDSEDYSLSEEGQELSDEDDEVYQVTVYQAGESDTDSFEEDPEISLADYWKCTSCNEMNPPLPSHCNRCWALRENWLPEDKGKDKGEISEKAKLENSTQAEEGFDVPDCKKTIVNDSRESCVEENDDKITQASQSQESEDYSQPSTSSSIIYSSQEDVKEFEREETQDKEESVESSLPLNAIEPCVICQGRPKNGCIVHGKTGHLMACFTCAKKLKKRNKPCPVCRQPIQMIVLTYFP
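Test system: mammalian cells stably expressing self-ubiquitinating, self-degrading MDM2 E3–luciferase fusion; Amount: 2000 cells in each well; Medium: DMEM; Schedule: 4 h settle plus 2 h compound, 37 °C; Technique: SteadyLite luciferase luminescence after 15 min room-temperature reagent incubation; Benchmarks: plate control and blank wells.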
An asterisk follows results filed as active; / = not tested or not shown; [ ] = dose if it differs, or a comment.

Structure	L929 necroptosis	Rad51 HR inh	EBV gp42 inh	PERK inhibitor	TNF death inh	eIF4E-4G inh	KCC2 mod	m-calpain inh	MDM2 E3 inh
Cc1cc(NC(=O)Cn2c(=O)c3c(ncn3CC(C)C)n(Cc3ccccc3)c2=O)no1	0.7	-13	-47	-0.7	0.2	-3	-2.1	8	-20
CN1CCN(NC(=O)c2ccc(S(=O)(=O)N3CCCCCC3)cc2)CC1	2.3	10	-16	1.5	1.6	2	0.43	11	-13
Cc1cc(NC(=O)CSc2nc(-c3cccs3)cc(C(F)(F)F)n2)no1	-0.6	4	-14	0.1	-7.9	1	0.24	-44	-2
CCOC(=O)C1(C)/C(=N/Nc2ccc(S(N)(=O)=O)cc2)C(=O)C(=O)N1c1ccccc1 (stereo unspecified)	0.3	10	4	0.2	-0.8	1	1.3	27	-13
Cc1ccc(S(=O)(=O)NN)c(C)c1N1CCCC1=O	0.0	11	-16	0.2	0.9	-3	1.2	-14	-25
CC1CN(c2cc(=O)n(Cc3ccc(F)cc3)c(=O)[nH]2)CC(C)O1 (stereo unspecified)	1.0	-2	-11	1.1	0.0	1	/	-22	-12
CC(=O)Nc1cccc(OCC(=O)NC(C)C(C)C)c1 (stereo unspecified)	0.3	3	-20	0.1	-0.9	0	0.24	1	-4
COC(=O)c1ccc2nc(C)cc(Nc3ccc(N(C)C)cc3)c2c1	/	/	-6	-0.7	2.6	2[fluorescence artefact?]	-0.5	2	/
COc1cccc(CNC(=O)CCC2CCCN(C(=O)CCc3c(C)noc3C)C2)c1 (stereo unspecified)	-0.7	/	-7	-1.2	0.0	1	/	19	-11
C=C(C)CNC(=S)NNC(=O)c1ccc(Br)cc1	0.1	-1	13	-0.2	0.6	-3[fluorescence artefact?]	0.74	8	-7
CSc1nnnn1-c1c(C)cccc1C	0.1	17	-7	1.3	3.9	-1	-0.007	0	2
CCOC(=O)c1sc(NS(=O)(=O)c2ccccc2)nc1C	0.4	5	-5	0.5	-0.9	1	0.21	-13	-12
CC(C)c1ccc(N2CCN(C(=O)c3ccccc3NC(=O)/C=C(\C(=O)O)c3ccccc3)CC2)cc1	0.0	4	-8	-0.2	-4.7	-4	-1.2	-65	-12
O=C(COC(=O)c1cn(-c2ccccc2)nc1-c1cccnc1)NC1CC1	2.1	3	-2	-0.2	-0.6	-2	-0.51	-9	3
COc1ccccc1N1CCN(CC(=O)Nc2ccc3c(c2)OCCO3)CC1	-0.2	-6	-3	0.4	-1.0	1	-0.25	-13	-11

7 compounds from above, arranged by length of the SMILES, smallest number first:
Structure	L929 necroptosis	Rad51 HR inh	EBV gp42 inh	PERK inhibitor	TNF death inh	eIF4E-4G inh	KCC2 mod	m-calpain inh	MDM2 E3 inh
CSc1nnnn1-c1c(C)cccc1C	0.1	17	-7	1.3	3.9	-1	-0.007	0	2
C=C(C)CNC(=S)NNC(=O)c1ccc(Br)cc1	0.1	-1	13	-0.2	0.6	-3[fluorescence artefact?]	0.74	8	-7
CCOC(=O)c1sc(NS(=O)(=O)c2ccccc2)nc1C	0.4	5	-5	0.5	-0.9	1	0.21	-13	-12
COC(=O)c1ccc2nc(C)cc(Nc3ccc(N(C)C)cc3)c2c1	/	/	-6	-0.7	2.6	2[fluorescence artefact?]	-0.5	2	/
O=C(COC(=O)c1cn(-c2ccccc2)nc1-c1cccnc1)NC1CC1	2.1	3	-2	-0.2	-0.6	-2	-0.51	-9	3
COc1cccc(CNC(=O)CCC2CCCN(C(=O)CCc3c(C)noc3C)C2)c1 (stereo unspecified)	-0.7	/	-7	-1.2	0.0	1	/	19	-11
Cc1cc(NC(=O)Cn2c(=O)c3c(ncn3CC(C)C)n(Cc3ccccc3)c2=O)no1	0.7	-13	-47	-0.7	0.2	-3	-2.1	8	-20

Continued:
Structure	L929 necroptosis	Rad51 HR inh	EBV gp42 inh	PERK inhibitor	TNF death inh	eIF4E-4G inh	KCC2 mod	m-calpain inh	MDM2 E3 inh
O=C(/C=C/c1ccco1)Nc1cc(Cl)ccc1C(=O)O	0.8	1	-5	1.1	1.1	1	-0.85	17	-43
COc1ccc(C)cc1NC(=O)CN1C(=O)c2ccccc2S1(=O)=O	0.2	8	-7	/	1.3	-1	-0.044	-34	-6
COc1ccc(Cc2nnc(NC(=O)CSc3ccccc3)s2)cc1	0.1	-3	-9	1.3	-1.7	-3	/	7	-31
Cc1cc(C)c(C)c(S(=O)(=O)N[C@@H](C)C(=O)OC(C)C(=O)NC(N)=O)c1C (stereo partly specified)	-1.1	-2	-15	0.7	0.5	-9	-0.78	-8	/
CCOc1ccc(N)cc1OC	-0.1	4	0	-0.1	0.7	2	0.45	21	-12
C=C(C)c1cccc(C(C)(C)NC(=O)N2CCCC2)c1	-0.8	-3	-2	0.6	-1.9	0	0.17	18	-6
CC1CCCCC1NC(=O)C1CCN(S(=O)(=O)c2ccc(-n3cnnn3)cc2)CC1 (stereo unspecified)	0.9	3	-26	-0.4	-0.8	-1	1	8	-4
CCOC(=O)c1c(NC(=O)C2COc3ccccc3O2)sc(C)c1C (stereo unspecified)	0.2	2	-3	0.3	0.3	5	1.5	-2	-4
CC1=CC(C)(C)N(C(=O)CSc2nnc(C)s2)c2ccc(C)cc21	-0.1	-2	-3	0.4	-7.3	-4[fluorescence artefact?]	-0.14	33	-11
CC(C)CCN1CN(S(=O)(=O)c2cccs2)c2nc3ccccc3nc21	1.7	0	-18	-0.1	1.7	-8	-0.32	-12	/
O=C(c1cccc(C(F)(F)F)c1)N1CCC(O)(CS(=O)(=O)Cc2ccccc2Cl)CC1	-0.3	0	-11	1.4	-2.3	1	/	12	-10
CC1=NN(S(=O)(=O)c2ccc(Cl)cc2Cl)C(=O)c2ccccc2O1	-0.8	24	-8	1.8	-0.9	-4	/	-12	/
Cc1cc(C(=O)CSc2nnnn2C)c(C)n1Cc1ccco1	0.3	13	-3	0.6	1.9	-3	-0.49	-11	-11
O=C(c1ccco1)N1CCCC(c2ccccc2)C1 (stereo unspecified)	0.1	1	-26	1.1	-1.4	1[fluorescence artefact?]	0.98	-9	-6
CSC1=N/C(=C\c2ccc3c(c2)OCO3)C(=O)S1	0.0	8	-15	0.3	-3.7	-12	-0.3	15	-12
COc1ccc(-n2c(=O)c3c(C)c(C)sc3n(Cc3ccc(F)cc3)c2=O)c(OC)c1	-0.5	2	6	1.1	-1.3	-3	-0.25	-58	-1
O=c1[nH]c2ccc(NC(=S)NCCc3ccccc3)cc2[nH]1	1.8	10	3	0.9	1.4	-8	0.81	4	/
COc1ccc(CCNC(=O)C(=O)NCCCN2CCOCC2)cc1	2.5	-1	0	0.2	-0.3	-1	1	15	-8
O=C(O)c1ccc(/C=N/NC(=S)NCCN2CCOCC2)cc1	1.9	-8	-24	0.1	0.5	4	0.21	29	1
CCC(C)C(NC(=O)OC(C)(C)C)C(=O)NCc1ccco1 (stereo unspecified)	-0.3	0	0	0.3	-3.1	-2	-0.82	-19	-36
Cc1ccc(S(=O)(=O)Nc2ccc(N3CCOCC3)nc2)cc1	4.3	-5	28	-0.2	2.4	2	0.3	8	-64
Cc1ccc(NC(=O)CN2C(=O)S/C(=C\c3cc(C)n(C)c3C)C2=O)cc1	-0.1	1	-30	-1.5	0.4	-14[fluorescence artefact?]	-0.25	-16	-22
O=C(O)c1nn2c(C(F)(F)F)cc(-c3cccs3)nc2c1Cl	1.4	-2	-16	0.4	2.3	1	0.033	-11	-6
COC(=O)Nc1ccc(S(=O)(=O)N2CCCc3cccc(O)c32)cc1	4.7	-6	-16	0.6	-4.2	4	-0.64	-20	9
O=C(N=Nc1c(O)[nH]c2ccccc12)c1cccs1	42	4	-6	-0.1	-3.1	-10	-0.38	-22	-29
Cc1nnc(SCC(=O)c2ccc(Cl)cc2)s1	0.9	41*	-26	0.5	21	-1	0.1	-16	6
Cc1cccc(NC(=O)Cn2cc(C(=O)c3ccco3)c3ccccc32)c1	0.3	1	-5	-0.8	-2.6	1	-0.013	-17	-1
CCS(=O)(=O)N1CCC(C(=O)N2CCOCC2)CC1	-0.1	5	-14	1.6	-0.7	0	-0.042	6	6
Cc1[nH]nc2c1C(c1cc(Br)cs1)C(C#N)=C(N)O2 (stereo unspecified)	-0.9	16	4	0.3	-4.9	5	-0.017	28	11
N#Cc1ccc(N2C(=O)[C@@H]3C(C(=O)c4cnccn4)=NN[C@@H]3C2=O)cc1	0.2	-27	15	1.7	0.3	3	0.63	17	-18
C1CC(CN2CCOCC2)CN(c2nc3nonc3nc2N2CCSCC2)C1 (stereo unspecified)	-2.7	-6	2	0.0	-0.4	-2	0.5	13	-28
Cc1nc(CCNC(=O)Cc2ccccc2)cs1	0.1	0	1	1.3	-0.6	0	-0.18	-5	-24
CC(C)(C)NC(=O)C(=O)NN=C1CCCCCC1	2.8	-2	-7	1.7	1.1	0	/	-17	1
Cc1csc(CN(C)C(=O)CC2C(=O)NCCN2CC(C)(C)C)n1 (stereo unspecified)	0.8	-8	2	0.6	0.3	3	0.049	1	2
CN(C)c1ccc(C(=S)N2CCN(C(=S)Nc3ccccc3)CC2)cc1	0.3	12	0	0.6	0.8	-1	0.96	31	-8
COc1ccc(/C=N/NC(=O)CCn2c3ccccc3c3ccccc32)cc1O	-0.2	-6	3	-0.2	-17	3[fluorescence artefact?]	/	-32	0

Source: PubChem (several laboratories)
